Screening data as filed in PubChem.
TbMetRS inhib = blocks T. brucei methionyl-tRNA synthetase activity; purified T. brucei MetRS, ATP depletion, Kinase-Glo luminescence; inhibition, % at 11.9 µM; 0.4% of 360,000 active;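 active means inhibition above a per-plate cutoff of the control wells' mean inhibition plus 3 SD, cut at about 5.5% in these data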;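 further: 0% = DMSO wells median and 100% = median of wells with control inhibitor compound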
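System: purified T. brucei MetRS enzyme / Detection: Kinase-Glo luciferase luminescence reporting remaining unconsumed ATP / Medium: HEPES buffer with MgCl2, KCl, DTT, spermine, BSA, pyrophosphatase / Replication: singlicate, one well per compound / Evaluation: percent inhibition relative to median high and low control wells / Schedule: 2 h aminoacylation at 25 °C after 15 min preincubation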
CSN deneddyl inh = CSN deneddylation inhibition | Q92905 | Purified CSN, SCF-Nedd8-OG deneddylation, fluorescence polarization | inhibition, % at 12.5 µM | 0.38% of 360,000 active | AID 651999;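 active means pattern-corrected inhibition above about 35%, with an unprinted fluorescence ratio check between 0.5 and 1.5, limit read from the data, passing the limit was not always enough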;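 further: 0% = enzyme with substrate and 100% = substrate without enzyme; some results filed as inactive read as strong as hits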
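Material: human Csn5 produced in HEK293T cells; Input: enzyme 0.24 nM; Reagent: SCFSkp2-Nedd8OG substrate at 10 nM final; Dosing: 12.5 µM compound; Incubation: 90 min reaction at room temperature; Detection: fluorescence polarization of the substrate; Evaluation: % inhibition of substrate cleavage by Csn5; Control set: substrate-only high control, full reaction low control.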
Rpn11 block = inhibitors of human proteasome Rpn11; O00487; human 26S proteasome, Ub4-pepOG fluorescence polarization; 20S core pre-blocked with epoxomicin; calls only at 20 µM; 0.59% of 360,000 active; AID 588493;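 active means inhibition at 20 µM, scaled to each plate's controls, above about 33%, limit read from the data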
MsrA inh = inhibits bovine methionine sulfoxide reductase A; purified bovine MsrA, absorbance read-out; inhibition, % at 15.5 µM; 0.75% of 360,000 active; in the data active means inhibition above about 4.5%;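 further: 0% = vehicle wells with enzyme and 100% = reference inhibitor wells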
STEP block = blocks human striatal-enriched tyrosine phosphatase; P54829; recombinant STEP, OMFP fluorogenic substrate, fluorescence; inhibition, % at 20 µM; 0.25% of 360,000 active;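 active means inhibition at 20 µM, scaled per plate between control wells, above about 37%, limit read from the data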;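 further: 0% = DMSO with enzyme and substrate and 100% = substrate only without enzyme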
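Assay system: isolated STEP enzyme / Timing: 20 min at room temperature, dark / Doses: 20 µM, 1% DMSO / Technique: fluorescence intensity, excitation 480 nm, emission 540 nm / Reagent: fluorogenic phosphatase substrate OMFP at 25 µM final / Measure: percent inhibition scaled to no-enzyme and uninhibited-enzyme controls, plate-pattern corrected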
DNMT1 inh = blocks human DNA methyltransferase DNMT1 | P26358 | DNMT1 molecular beacon, Hinp1I cleavage, fluorescence | inhibition (reported as % activation of signal), % at 10 µM | 0.83% of 360,000 active | AID 588458; in the data active means inhibition above about 50%
Target sequence (P26358 504-1616 limits assumed): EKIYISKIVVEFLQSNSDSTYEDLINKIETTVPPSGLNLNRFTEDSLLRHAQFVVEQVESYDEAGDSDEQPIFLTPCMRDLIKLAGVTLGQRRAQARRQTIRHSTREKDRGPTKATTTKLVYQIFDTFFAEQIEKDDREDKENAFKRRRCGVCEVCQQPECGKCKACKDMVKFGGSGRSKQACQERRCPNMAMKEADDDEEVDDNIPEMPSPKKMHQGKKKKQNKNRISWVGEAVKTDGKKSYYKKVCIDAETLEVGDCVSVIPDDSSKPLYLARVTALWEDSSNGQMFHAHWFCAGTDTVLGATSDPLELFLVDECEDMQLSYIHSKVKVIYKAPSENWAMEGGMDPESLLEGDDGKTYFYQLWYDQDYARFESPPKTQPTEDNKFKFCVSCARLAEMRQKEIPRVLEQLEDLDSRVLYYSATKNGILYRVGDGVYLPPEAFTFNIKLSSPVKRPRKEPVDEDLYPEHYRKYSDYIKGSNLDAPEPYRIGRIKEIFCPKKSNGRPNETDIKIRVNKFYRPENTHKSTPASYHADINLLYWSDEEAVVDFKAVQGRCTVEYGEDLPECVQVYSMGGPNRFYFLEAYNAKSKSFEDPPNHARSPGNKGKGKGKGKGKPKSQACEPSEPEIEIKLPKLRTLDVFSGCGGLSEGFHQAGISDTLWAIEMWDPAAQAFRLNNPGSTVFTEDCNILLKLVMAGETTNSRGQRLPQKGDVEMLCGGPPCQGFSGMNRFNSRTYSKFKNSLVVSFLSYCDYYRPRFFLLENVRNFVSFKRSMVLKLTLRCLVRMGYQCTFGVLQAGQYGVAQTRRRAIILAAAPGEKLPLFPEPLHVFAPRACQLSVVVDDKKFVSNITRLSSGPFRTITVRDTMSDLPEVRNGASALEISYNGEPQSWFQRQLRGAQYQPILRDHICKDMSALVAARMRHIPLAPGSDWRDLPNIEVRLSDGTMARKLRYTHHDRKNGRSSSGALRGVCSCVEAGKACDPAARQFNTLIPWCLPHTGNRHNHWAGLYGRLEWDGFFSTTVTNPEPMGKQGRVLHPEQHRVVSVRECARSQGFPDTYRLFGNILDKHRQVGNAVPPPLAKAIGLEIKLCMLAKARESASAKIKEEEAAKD
LMPTP inh = blocks human LMPTP phosphatase; AID 651560; recombinant LMPTP-A, OMFP fluorogenic substrate, fluorescence intensity; P24666; 0.22% of 360,000 active; inhibition, % at 20 µM;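 active means compounds that cut the enzyme signal by at least half of the control window in the single-dose screen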;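 further: plate controls were DMSO wells with enzyme plus substrate for no effect and substrate without enzyme for full effect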
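Test system: LMPTP-A, protein tyrosine phosphatase of low molecular weight; Input: 0.625 nM enzyme; Incubation: 50 min dark incubation at room temperature; Signal: endpoint fluorescence intensity from OMFP dephosphorylation; Read-out basis: % inhibition versus control wells.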
Scp1 inh = inhibitors of human Scp-1 phosphatase; Q9GZU7; Recombinant Scp1, phosphopeptide, malachite green phosphate absorbance; inhibition, % at 20 µM; 0.88% of 340,000 active; AID 493091;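 active means inhibition above about 50% at 20 µM, limit read from the data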;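 further: plate controls were DMSO wells with enzyme for no effect and wells lacking enzyme for full effect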
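Times: enzyme reaction 45 min at room temperature, colour 5 min, stabilisation 30 min. Material: SCP-1 catalytic fragment, aa 76-261. Medium: Acidic Tris acetate buffer with magnesium and detergent. Signal: colorimetric free-phosphate detection, absorbance 630 nm. Read-out basis: % inhibition of SCP-1 phosphate liberation. Reagent: Phosphorylated 17-residue peptide substrate.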
NadD inh = NadD (S. aureus) enzyme inhibition; purified NadD enzyme, colorimetric absorbance read-out; inhibition, % at 20 µM; 0.78% of 360,000 active; in the data active means inhibition above about 26%; further: some compounds past the cut are filed as inactive
SUMO1-SIM PPI = alters human SUMO1 binding to SIM partners; P63165; SUMO1 binding to a labelled peptide, TR-FRET, 1 h; inhibition, % at 20 µM; 0.33% of 360,000 active; AID 602429; in the data active means inhibition above about 37%
* marks the source's active call; other numbers are inactive results; i = inactive; / = not tested or not shown.

SMILES	TbMetRS inhib	CSN deneddyl inh	Rpn11 block	MsrA inh	STEP block	DNMT1 inh	LMPTP inh	Scp1 inh	NadD inh	SUMO1-SIM PPI
CCOc1ccccc1N(CC(=O)Nc1cccnc1)S(C)(=O)=O	0.1	-3	i	0.0	-3	1	0.4	-2	-4	-3
O=C(Cc1ccccc1F)Nc1ccccc1-c1ccccc1	0.0	1	i	-0.1	0	-3	-2.2	-10	-7	2
C/C(COc1ccccc1)=N\NC(=O)c1nnn(-c2nonc2N)c1CSc1ccc(C)cc1	-0.3	-1	i	0.6	-1	-4	-0.2	/	2	2
COc1ccc(N2CCN(C(=O)CCC(=O)N3CCOc4ccc(C)cc43)CC2)cc1	-0.5	0	i	-0.1	1	3	-0.6	-9	0	-3
O=C(CCCN1C(=O)c2cccnc2C1=O)Nc1ccc(F)cc1Cl	0.0	9	i	-1.5	-4	1	-1.1	-10	-2	-14
COc1ccccc1NC(=O)c1ccc2nc(C)c(C)nc2c1	0.1	1	i	1.8	2	3	-0.9	-4	-9	-15
Cc1onc(-c2ccccc2Cl)c1C(=O)NC(=S)Nc1ccc(C(C)(C)C)cc1	-1.0	0	i	-0.1	5	-3	3.2	-8	1	-4
C[C@H](CO)N1C[C@H](C)[C@@H](CN(C)Cc2ccc(-c3ccccc3)cc2)Oc2c(NC(=O)c3ccncc3)cccc2C1=O	-0.4	2	i	0.2	2	-12	0.4	27	-4	22
CCOc1ccc(C(=O)NCC(=O)NCC2CCCCC2)cc1OCC	0.7	-3	i	0.0	-1	-1	0.1	-10	2	1
O=C(Cn1c(C(=O)OCCO)cc2ccccc21)c1ccccc1	-1.8	7	i	0.8	-1	-4	0.8	-6	6	-3
CC(=O)c1c(O)c2ccccc2n(C(C)C)c1=O	-0.2	-2	i	0.7	16	1	-0.5	-10	1	3
Cn1c(=O)c2c(ncn2CC(=O)Nc2ccccc2N2CCOCC2)n(C)c1=O	-1.3	1	i	/	-3	1	-0.5	-15	-1	-2
CC(=O)N(Cc1nc2sc(C)c(C)c2c(=O)[nH]1)C1CCCC1	0.4	-10	i	0.0	0	0	0.0	2	-2	0
O=C(N/N=C/c1ccco1)c1cccc(N2Cc3ccccc3C2)c1	-0.1	33	i	-0.1	1	80*	40	79*	35*	23
COc1ccc([C@H]2CC(=O)C=C(c3cccc4c3Oc3ccccc3S4)C2)cc1	-0.2	-3	i	2.2	1	1	4.4	-9	-4	-4
CCCCc1cc(=O)oc2cc(OS(C)(=O)=O)ccc12	0.3	3	i	-0.9	1	3	-0.1	-9	6	-1
O=C(NCCNC(=O)c1ccc(-c2ccc(Cl)c(Cl)c2)o1)c1cnccn1	-0.2	1	i	0.5	3	-2	-0.1	-10	-8	-13
COc1ccc(OC)c(NC(=O)CNC(=O)c2ccc([N+](=O)[O-])cc2)c1	-0.5	-3	i	-1.0	-3	1	0.3	6	-9	-29
O=C(COC(=O)C12CC3CC(CC(C3)C1)C2)NCCc1ccccc1	-0.5	0	i	0.3	0	-3	1.0	-8	-2	-2
Cc1nonc1NC(=O)CSc1nc2ccccc2cc1C#N	0.5	2	i	1.8	3	0	6.5	-13	-3	-5

An excerpt taken from the entries so far:
SMILES	TbMetRS inhib	CSN deneddyl inh	Rpn11 block	MsrA inh	STEP block	DNMT1 inh	LMPTP inh	Scp1 inh	NadD inh	SUMO1-SIM PPI
O=C(NCCNC(=O)c1ccc(-c2ccc(Cl)c(Cl)c2)o1)c1cnccn1	-0.2	1	i	0.5	3	-2	-0.1	-10	-8	-13
COc1ccc(OC)c(NC(=O)CNC(=O)c2ccc([N+](=O)[O-])cc2)c1	-0.5	-3	i	-1.0	-3	1	0.3	6	-9	-29
O=C(COC(=O)C12CC3CC(CC(C3)C1)C2)NCCc1ccccc1	-0.5	0	i	0.3	0	-3	1.0	-8	-2	-2
Cc1nonc1NC(=O)CSc1nc2ccccc2cc1C#N	0.5	2	i	1.8	3	0	6.5	-13	-3	-5

Other results.
SMILES	TbMetRS inhib	CSN deneddyl inh	Rpn11 block	MsrA inh	STEP block	DNMT1 inh	LMPTP inh	Scp1 inh	NadD inh	SUMO1-SIM PPI
Cn1cc(Br)c(C(=O)n2cc(Br)cn2)n1	-0.2	106	i	-0.9	0	0	-0.4	-10	-2	-1
COc1cc(OC)cc(C(=O)NNC(=S)Nc2ccc(S(N)(=O)=O)cc2)c1	-0.7	-4	i	3.1	1	2	-1.2	-3	-1	5
O=C(CCc1nnc2ccc(N3CCC4(CC3)OCCO4)nn12)Nc1cc(F)ccc1F	-0.4	-4	i	-1.1	1	1	-1.4	-2	-1	5
Cc1cc(C)cc(NC(=O)CSc2nc3c(oc4ccccc43)c(=O)n2-c2ccccc2)c1	0.5	-8	i	-0.1	0	-5	2.0	-10	14	0
Cc1ccccc1NC(=O)Cc1nnc(N)s1	-0.7	-2	i	0.1	-2	-4	-0.6	-4	3	-1
N#CC(c1ccncc1)(c1ncc(C(F)(F)F)cc1Cl)N1CCOCC1 (stereo not drawn)	-0.8	3	i	1.0	4	-2	2.8	-3	7	-17
CCOc1ccc(Cn2c(=O)sc3ccccc32)cc1OC	0.1	0	i	-0.1	-1	-1	1.4	-9	-14	4
CCOC(=O)C(=O)N/N=C/c1ccc(F)cc1	0.6	-1	i	-0.4	-3	1	-0.9	-4	4	-6
O=C1OCC2=C1C(c1ccccc1)CC(=O)N2c1ccccc1 (stereo not drawn)	-0.5	1	i	-0.8	3	-1	-1.0	-5	0	1
COC(=O)Nc1nc(-c2ccccc2)c(C(=O)c2ccccc2)s1	-0.8	0	i	1.0	-2	-3	-0.2	-23	-4	-8
COc1cccc(/C=C2\Oc3cc(OCC(=O)N4CCCCC4)ccc3C2=O)c1OC	0.5	2	i	3.8	3	-7	2.0	-4	-10	-35
Cc1nn(-c2ccccc2)c(NC(=O)c2cccs2)c(-c2ccccc2)c1=O	-0.2	-14	i	-1.1	1	0	-2.2	-6	-4	-6
COc1cccc(C(=O)OCC(=O)c2[nH]c(C)c(C(C)=O)c2C)c1	-0.3	5	i	0.9	6	2	-0.7	-2	-2	-3
C=C1CC2C(CCC3(C)C2CCC3(O)C(C)=O)C2(C)CCC(=O)C=C12 (stereo not drawn)	-0.4	2	i	0.5	-2	1	0.6	-10	-6	2
Cc1cccc2cc(/C=N/NC(=O)CN3CCOCC3)c(Cl)nc12	-0.5	-2	i	0.4	0	1	1.5	-2	5	-17
CCn1c(=O)c2c(nc3n2CCCN3CCc2ccc(OC)c(OC)c2)n(C)c1=O	-0.3	1	i	0.0	2	-1	-0.9	-9	-5	-4
O=C(Nc1ccc(S(=O)(=O)Nc2cnc3ccccc3n2)cc1)c1cccc(OC(F)F)c1	-0.3	-4	i	1.9	-2	-2	0.0	-5	-4	5
CCOc1cccc(C(=O)Nc2nnc(-c3ccco3)s2)c1	-1.2	5	i	2.4	5	6	2.1	-7	0	10
O=C(C[C@H]1C/C=C\CCC(=O)O[C@@H](c2ccccc2)CNC1=O)NCCO	-0.7	-3	i	-0.1	1	1	0.1	5	2	5
NC(=O)C1CCN(C2CC(=O)NC2=O)CC1 (stereo not drawn)	0.3	-1	i	-0.4	0	6	-0.1	-3	-8	-3
CCOc1ccc(CCNC(=O)CCC(=O)N2CCOc3ccc(C)cc32)cc1OCC	-1.0	-3	i	1.5	-1	2	-0.3	-5	-7	1
CC(=O)Nc1ccc(NC(=O)c2ccco2)cc1	-0.6	-1	i	0.5	0	1	0.0	-18	1	-1
CN(CC(=O)NCc1ccco1)S(=O)(=O)c1ccc2c(c1)c(=O)n(C)c(=O)n2C	0.8	2	i	-1.2	-1	0	-0.2	-4	3	2
Cc1c(Br)c(C(F)(F)F)nn1CC(=O)NCCCn1ccnc1	-0.8	0	i	1.0	-2	-2	-1.8	-1	-7	-2
Cc1ccc(C(C[N+](=O)[O-])c2c(N)n(C)c(=O)n(C)c2=O)cc1 (stereo not drawn)	-0.3	3	i	1.2	-1	1	-0.4	0	-3	2
COc1cccc(CNCCSc2nnnn2C)c1	0.3	-2	i	-0.6	-3	1	-1.6	-4	-4	0
COc1ccc(CNC(=O)c2sc(=O)n(Cc3ccc(-c4ccccc4)cc3)c2C)cc1OC	-0.4	-4	i	1.6	3	-10	4.4	/	-3	1
Cc1ccc(C(=O)NCCc2ccccc2)cc1	0.0	-3	i	/	1	3	0.0	-1	1	28
COc1ccc(N2CC(C)Cn3c2nc2c3c(=O)n(Cc3ccc(F)cc3)c(=O)n2C)c(OC)c1 (stereo not drawn)	-1.2	5	i	0.5	4	-4	1.4	0	3	4
COc1ccccc1/C=C(/C(=O)OCC(=O)Nc1cc(C)ccc1C)c1ccccc1	0.0	1	i	1.0	0	4	5.3	/	-5	-4
O=C1CCC/C(=N\NC(=O)c2ccc(CSc3cccc4cccnc34)cc2)C1	-0.2	1	i	2.1	2	-5	0.7	-5	2	-8
C=CCc1ccccc1OCCOc1ccc([N+](=O)[O-])cc1/C=N/NC(N)=O	-1.0	1	i	0.4	-1	6	0.3	-5	1	-7
COc1ccc(S(=O)(=O)NCC(=O)N(CC(=O)NCC2CCCO2)c2cc(C)ccc2C)cc1 (stereo not drawn)	-0.6	-3	i	1.5	-6	1	-1.6	-3	-3	0

Compound profiles, from the list above. Values in the order: TbMetRS inhib	CSN deneddyl inh	Rpn11 block	MsrA inh	STEP block	DNMT1 inh	LMPTP inh	Scp1 inh	NadD inh	SUMO1-SIM PPI
CN(CC(=O)NCc1ccco1)S(=O)(=O)c1ccc2c(c1)c(=O)n(C)c(=O)n2C in the list: 0.8	2	i	-1.2	-1	0	-0.2	-4	3	2
COc1ccc(S(=O)(=O)NCC(=O)N(CC(=O)NCC2CCCO2)c2cc(C)ccc2C)cc1 (stereo not drawn) in the list: -0.6	-3	i	1.5	-6	1	-1.6	-3	-3	0
CC(=O)Nc1ccc(NC(=O)c2ccco2)cc1 in the list: -0.6	-1	i	0.5	0	1	0.0	-18	1	-1
C=CCc1ccccc1OCCOc1ccc([N+](=O)[O-])cc1/C=N/NC(N)=O in the list: -1.0	1	i	0.4	-1	6	0.3	-5	1	-7

Structural class, the entries above with a CF3 group
SMILES	TbMetRS inhib	CSN deneddyl inh	Rpn11 block	MsrA inh	STEP block	DNMT1 inh	LMPTP inh	Scp1 inh	NadD inh	SUMO1-SIM PPI
N#CC(c1ccncc1)(c1ncc(C(F)(F)F)cc1Cl)N1CCOCC1 (stereo not drawn)	-0.8	3	i	1.0	4	-2	2.8	-3	7	-17
Cc1c(Br)c(C(F)(F)F)nn1CC(=O)NCCCn1ccnc1	-0.8	0	i	1.0	-2	-2	-1.8	-1	-7	-2
